ALOX12 inh: inhibitors of human 12S-lipoxygenase ALOX12. purified 12hLO, xylenol orange hydroperoxide absorbance. Potency, µM (highest dose often 108 µM), for inactives: top-dose activity change, negative = inhibition, usual class: inhibitors. actives 1.1% (n = 580,000). AID 1671190; active = well fitted inhibition curve with a large enough effect; inconclusive = small, poorly fitted or top-dose-only effect, or another doubt; inactive = no such curve, though single readings can be large or run the other way
Target sequence (P18054 whole entry, looked up): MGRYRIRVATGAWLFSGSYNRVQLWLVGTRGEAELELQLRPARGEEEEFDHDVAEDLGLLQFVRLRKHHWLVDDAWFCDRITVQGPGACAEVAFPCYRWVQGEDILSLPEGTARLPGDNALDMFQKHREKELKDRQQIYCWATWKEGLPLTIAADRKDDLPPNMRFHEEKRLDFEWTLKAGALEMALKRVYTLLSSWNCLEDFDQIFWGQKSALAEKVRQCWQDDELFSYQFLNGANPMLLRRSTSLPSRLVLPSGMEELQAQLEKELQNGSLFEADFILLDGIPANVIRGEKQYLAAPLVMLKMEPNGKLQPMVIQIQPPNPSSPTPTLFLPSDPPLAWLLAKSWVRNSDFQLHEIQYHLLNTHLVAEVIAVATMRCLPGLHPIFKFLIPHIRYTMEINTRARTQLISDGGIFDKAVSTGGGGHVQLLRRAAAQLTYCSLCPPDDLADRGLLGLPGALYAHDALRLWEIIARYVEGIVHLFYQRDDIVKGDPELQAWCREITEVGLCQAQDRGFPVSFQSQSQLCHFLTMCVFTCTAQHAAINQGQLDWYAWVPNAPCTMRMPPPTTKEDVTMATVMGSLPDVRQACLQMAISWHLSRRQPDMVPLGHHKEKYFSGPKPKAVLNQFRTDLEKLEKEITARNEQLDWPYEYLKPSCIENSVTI
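Purified human 12hLO (150 nM final) in 25 mM Hepes, 0.01% Triton X-100, pH 7.0 was preincubated 15 min at room temperature with compound. Then 40 uM arachidonic acid was added, 30 min. Hydroperoxide was read by Fe-XO absorbance ratio 573/405 nm.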
An asterisk follows results filed as active; ? = inconclusive; [ ] = remark or other dose. % is set by controls: 0 for no effect and ±100 for the full control effect; potency is the fitted concentration of half-maximal effect. Only part of the results is shown; rates above refer to the full screens.

> Cc1ccc(OCC(=O)c2ccc3c(c2)N(CC(=O)NCCc2ccccc2)C(=O)CO3)cc1
  ALOX12 inh = 18%

> COCCO[C@H]1C(=O)N(C2CCN(C(=O)c3cnn(C)c3)CC2)[C@H]1c1ccncc1
  ALOX12 inh = 25%

> CC(C)c1ccc(C(=O)N2CCC(C3CCNC3)CC2)cc1 (stereo unspecified)
  ALOX12 inh = 41%[activator]

> COCCOc1ncccc1-c1noc([C@@H]2CCCN2C(C)C)n1
  ALOX12 inh = -5%[176 µM]

> COc1ccc2ccc(OCc3nc(C(=O)N4CCC(=O)NCC4C)co3)cc2c1 (stereo unspecified)
  ALOX12 inh = 58%[activator]

> COc1ccc(C)cc1NC(=O)CN1C(=O)NC2(CCC(C(C)(C)C)CC2)C1=O (stereo unspecified)
  ALOX12 inh = ?

> Cc1cccc(C(=O)N2CCCC(n3cc(-c4nc(C(C)C)no4)nn3)C2)c1 (stereo unspecified)
  ALOX12 inh = 10%

> COc1nc2c(cc1CNC(=O)CO)C(=O)N(CCc1ccccn1)C2
  ALOX12 inh = -6%

> CC[C@@]1(C(=O)O)C[C@H](C(=O)NCc2cccnc2)[C@H](c2ccc(F)cc2)N1C
  ALOX12 inh = 26%

> Cc1nn(C(=O)CCCC(=O)N2CCC(Cc3nncn3C(C)C)CC2)c2ccccc12
  ALOX12 inh = -2%

> COc1cc(Nc2nc(-c3ccccc3)no2)cc(OC)c1OC
  ALOX12 inh = 1%

> O=C(NC1CCCc2c1[nH]c1ccc(Cl)cc21)c1ccco1 (stereo unspecified)
  ALOX12 inh = 46%[activator]

> O=c1cc(-c2ccccn2)oc2c(NC3CCOCC3)nccc12
  ALOX12 inh = 6%[176 µM]

> CC(=O)N[C@@H]1CN(C(=O)CCc2c[nH]c3ccccc23)C[C@H]1CO
  ALOX12 inh = 7%

> COc1ccccc1C(=O)N1CCCCCC1CN1CCc2ccccc2C1 (stereo unspecified)
  ALOX12 inh = 17%

> C[C@@H]1CN(Cc2nc3c(n2Cc2ccccc2)C(=O)N(CCOc2ccccc2)CCN3)C[C@H](C)O1
  ALOX12 inh = 69%[activator]

> Clc1ccccc1C1(c2ccnc(NCCn3cccn3)n2)CCNCC1
  ALOX12 inh = ?

> COCCN1CCCCCC(O)c2cc(C(=O)NCCc3c[nH]c4ccccc34)ccc21 (stereo unspecified)
  ALOX12 inh = 18%

> Cn1nc(C2CCN(C(=O)CC3CCCC3)CC2)c2c1CCOC2
  ALOX12 inh = 50%[activator]

> COc1ccc(C(=O)NC2CCN(c3cc(-c4ccccc4)[nH]n3)C2)c(OC)c1 (stereo unspecified)
  ALOX12 inh = 43%[activator]

> COc1ccc(C(=O)N2CCC(C(NC(=O)c3cccc(OC)c3)C(=O)N3CCCC3)CC2)cc1 (stereo unspecified)
  ALOX12 inh = 12%

> COc1ccc(-c2cc(N3CCC(NC(=O)c4cc(C)cc(C)c4)C3)n[nH]2)cc1 (stereo unspecified)
  ALOX12 inh = 23%

> Cc1ccccc1C(=O)N1C(C(=O)NCC2CCCO2)COC12CCN(C(=O)c1cccs1)CC2 (stereo unspecified)
  ALOX12 inh = 2%

> COc1ccc(C(=O)NC2CCCN(c3cc(-c4ccccc4)[nH]n3)C2)cc1F (stereo unspecified)
  ALOX12 inh = 13%

> COCC1CN(C(=O)c2cccc(Br)c2)CC12CCNCC2 (stereo unspecified)
  ALOX12 inh = 49%[activator]

> CC(=O)Nc1ccc(C(=O)N2Cc3ccccc3OC3(CCN(C(=O)N(C)C)CC3)C2)cc1
  ALOX12 inh = 1%[6.33 µM]

> c1ccc(N2CCN(Cc3cc(CC4(NCc5cnc6ccccc6c5)COC4)no3)CC2)cc1
  ALOX12 inh = 22%

> C[C@@H](NC(=O)c1cnccn1)c1onc(-c2cccnc2)c1C(=O)O
  ALOX12 inh = -5%[176 µM]

> CCC[C@H]1CN(C(=O)c2cc(C(F)(F)F)ccc2Cl)C[C@@H]1N
  ALOX12 inh = 56%[activator]

> Cc1ccccc1S(=O)(=O)N1CCC(CCC(=O)NC2CC2)CC1
  ALOX12 inh = 34%

> CCOc1cccc(CNC(=O)c2cc3c(=O)[nH]c(C)cn3n2)c1
  ALOX12 inh = 10%

> O=C(O)C[C@@H]1CCN(C(=O)C2CCCCC2)C[C@@H]1CCN1CCN(c2ccccc2)CC1
  ALOX12 inh = -2%

> O=C(CC1CCN(S(=O)(=O)c2ccc(F)cc2)C1)NCc1ccccc1 (stereo unspecified)
  ALOX12 inh = 0%

> COCC1CN(C(=O)c2ccc3cc[nH]c3c2)CC12CCOCC2 (stereo unspecified)
  ALOX12 inh = 9%

> COc1ccc(-c2nc(-c3c(C)noc3C)cc3c2cc(C)n3C)cn1
  ALOX12 inh = -3%[176 µM]

> Cc1cccc([S+](=O)([O-])N2CCC3(CC2)OCCN(CC2CC2)C3=O)c1
  ALOX12 inh = 6%[176 µM]

> O=C(Nc1ccc(-c2nnc3n2CCCC3)cc1)c1ccsc1
  ALOX12 inh = 9%

> CCCc1nc(C)cc(N2CCC3(CC2)C(C(=O)O)CC(=O)N3C)n1 (stereo unspecified)
  ALOX12 inh = 25%

> O=C(NCc1cccnc1)C1CCN(C(=O)N2CC3CC(C2)[C@H]2CCCC(=O)N2C3)CC1 (stereo partly specified)
  ALOX12 inh = 48%[activator]

> COc1ccc(C2=NOC3(CCCN(C(=O)c4ccccc4)C3)C2)cc1 (stereo unspecified)
  ALOX12 inh = -1%[6.33 µM]

> COCc1nnc2n1CCC(NC(=O)COc1ccc(Cl)cc1)CC2 (stereo unspecified)
  ALOX12 inh = 0%

> C[S+](=O)([O-])NC1CCN(C(=O)N2CC3CC(C2)[C@H]2CCCC(=O)N2C3)CC1 (stereo partly specified)
  ALOX12 inh = 23%

> Cc1ncoc1C(=O)N[C@@H]1CN(S(C)(=O)=O)C[C@H]1CN(C)C
  ALOX12 inh = 0%

> COC(=O)C1=C(C)N=C2SC=C(CC(=O)NCCOc3ccccc3)N2C1c1cccc(OC)c1 (stereo unspecified)
  ALOX12 inh = 71%[activator]

> CNC(=O)[C@@H]1CN(C(=O)c2cc3ccccc3[nH]2)C[C@H]1COC
  ALOX12 inh = 45%[activator]

Laid out differently: results already given
Compound,ALOX12 inh
c1ccc(N2CCN(Cc3cc(CC4(NCc5cnc6ccccc6c5)COC4)no3)CC2)cc1,22%
C[C@@H](NC(=O)c1cnccn1)c1onc(-c2cccnc2)c1C(=O)O,-5%[176 µM]
CCC[C@H]1CN(C(=O)c2cc(C(F)(F)F)ccc2Cl)C[C@@H]1N,56%[activator]
Cc1ccccc1S(=O)(=O)N1CCC(CCC(=O)NC2CC2)CC1,34%
CCOc1cccc(CNC(=O)c2cc3c(=O)[nH]c(C)cn3n2)c1,10%
O=C(O)C[C@@H]1CCN(C(=O)C2CCCCC2)C[C@@H]1CCN1CCN(c2ccccc2)CC1,-2%
O=C(CC1CCN(S(=O)(=O)c2ccc(F)cc2)C1)NCc1ccccc1 (stereo unspecified),0%
COCC1CN(C(=O)c2ccc3cc[nH]c3c2)CC12CCOCC2 (stereo unspecified),9%
COc1ccc(-c2nc(-c3c(C)noc3C)cc3c2cc(C)n3C)cn1,-3%[176 µM]
Cc1cccc([S+](=O)([O-])N2CCC3(CC2)OCCN(CC2CC2)C3=O)c1,6%[176 µM]
O=C(Nc1ccc(-c2nnc3n2CCCC3)cc1)c1ccsc1,9%
CCCc1nc(C)cc(N2CCC3(CC2)C(C(=O)O)CC(=O)N3C)n1 (stereo unspecified),25%
O=C(NCc1cccnc1)C1CCN(C(=O)N2CC3CC(C2)[C@H]2CCCC(=O)N2C3)CC1 (stereo partly specified),48%[activator]
COc1ccc(C2=NOC3(CCCN(C(=O)c4ccccc4)C3)C2)cc1 (stereo unspecified),-1%[6.33 µM]
COCc1nnc2n1CCC(NC(=O)COc1ccc(Cl)cc1)CC2 (stereo unspecified),0%
C[S+](=O)([O-])NC1CCN(C(=O)N2CC3CC(C2)[C@H]2CCCC(=O)N2C3)CC1 (stereo partly specified),23%
Cc1ncoc1C(=O)N[C@@H]1CN(S(C)(=O)=O)C[C@H]1CN(C)C,0%
COC(=O)C1=C(C)N=C2SC=C(CC(=O)NCCOc3ccccc3)N2C1c1cccc(OC)c1 (stereo unspecified),71%[activator]

(cont.)
> CCc1nnc(CN2CC[C@@H]3[C@@H](CCC(=O)N3CCc3ccccc3)C2)o1
  ALOX12 inh = 15%

> NCCc1n[nH]c(=O)n1-c1ccc2c(c1)OCO2
  ALOX12 inh = 61%[activator]

> Cc1cc(C)n(Cc2ccc(C(=O)N3CC4CC(C3)[C@H]3CCCC(=O)N3C4)o2)n1 (stereo partly specified)
  ALOX12 inh = 40%[activator]

> O=C(C[C@H]1NC(=O)c2ccccc2NC1=O)Nc1cccc(-c2ncn[nH]2)c1
  ALOX12 inh = 35%

> O=c1[nH]c(C2CCN(Cc3ccsc3)CC2)nn1Cc1ccccc1
  ALOX12 inh = 37%

> O=C(NCc1ccccc1)C(Nc1ccccc1)c1ccccc1F (stereo unspecified)
  ALOX12 inh = ?

> CC(C)Oc1ccc(CNC(=O)C2Cn3cccc3C(=O)N2C)cc1 (stereo unspecified)
  ALOX12 inh = 7%

> Cc1cccc(C(=O)N2CCN(C(=O)c3nnn4c3COC(c3ccc(Cl)cc3)C4)CC2)c1 (stereo unspecified)
  ALOX12 inh = 7%

> CN(C)C(=O)c1cccn2cncc12
  ALOX12 inh = 49%[activator][176 µM]

> Cc1cccc(CC(=O)N2CCC[C@H]2c2nc(-c3ccccc3)no2)c1
  ALOX12 inh = 30%

> CC1(CNc2ccccc2)COc2ccc(C(=O)Nc3ccc4[nH]ccc4c3)cc2N1 (stereo unspecified)
  ALOX12 inh = -1%[176 µM]

> Cc1nn(C)c(C)c1CCCN(C)C(=O)C1N(C(C)C)C(=O)C12CCCCC2 (stereo unspecified)
  ALOX12 inh = 27%

> CNC(=O)CN(C)C(=O)c1coc(COc2ccc3ccc(OC)cc3c2)n1
  ALOX12 inh = 73%[activator]

> COCCOc1ccc2c(n1)CCN(C(=O)c1ccc(OC)nc1)C2
  ALOX12 inh = 7%

> O=C(O)CC1(CC(=O)N[C@@H]2C=C(C(=O)N[C@H]3CCCNC3=O)C[C@@H](O)[C@@H]2O)CCCC1
  ALOX12 inh = -26%

> CC(C)C(=O)N1CCC2(COc3ncccc3S(=O)(=O)N2)C1 (stereo unspecified)
  ALOX12 inh = 4%[6.33 µM]

> O=C1CCN(C(=O)[C@@H](Cc2ccccc2)NC(=O)NCCc2ccccc2)CCOCCN1
  ALOX12 inh = 14%

> CC1(c2ccccc2)N(Cc2cccnc2)C(=O)OC12CCN(C(=O)c1ccc(Oc3ccccc3)cc1)CC2 (stereo unspecified)
  ALOX12 inh = 15%

> CCC1Oc2ccc(NC(=O)c3ccc(Cl)cc3)cc2CN(Cc2ccc3c(c2)OCO3)C1=O (stereo unspecified)
  ALOX12 inh = -25%

> CCCCCCn1cc(CN2CC=CS2(=O)=O)nn1
  ALOX12 inh = 11%

> Cc1ccc(CNC(=O)CCC2CCCN(S(=O)(=O)c3ccc(F)cc3)C2)cc1 (stereo unspecified)
  ALOX12 inh = 6%

> COc1ccc(C(=O)N2CCC(n3cc(-c4nc(-c5ccccc5)no4)nn3)C2)cc1F (stereo unspecified)
  ALOX12 inh = 4%

> Cc1ccc(-c2ccc3nnc(CNC(=O)c4cccn4C)n3n2)cc1C
  ALOX12 inh = 35%[activator]

> O=C1CC(c2ccccc2)N(C(=O)C2CC2)CCCN(C(=O)CCc2ccccc2)CCN1 (stereo unspecified)
  ALOX12 inh = 56%[activator]

> COCc1cc(=O)n(CC(=O)Nc2ccccc2OC)c(N2CCOCC2)n1
  ALOX12 inh = 29%

> COc1ccc(CN2C(=O)[C@@H]3C[C@@H](O)CN3C3(CNC3)C2=O)cc1
  ALOX12 inh = ?

> O=C1Nc2ccc(-c3ccc(Cl)cc3)cc2C(=O)N2CC[C@H](NS(=O)(=O)c3cccs3)C[C@@H]12
  ALOX12 inh = -12%

> Cc1ccc(C(=O)NCc2nnc3c(-c4nc(C(C)C)no4)cccn23)cc1
  ALOX12 inh = 59%[activator]

> C=CCNC(=O)N[C@H]1C[C@@H](C(=O)N[C@H](Cc2c[nH]c3ccccc23)C(N)=O)N(C(=O)c2cccn2C)C1
  ALOX12 inh = 13%

> COc1ccc(C(=O)N2CCn3c(nnc3-c3ccccc3)C2)cc1
  ALOX12 inh = 38%

> Cc1ccc(C(=O)N2CCC3(CC2)CC(=O)N(c2ccccc2)c2ccccc2O3)cc1
  ALOX12 inh = -1%

> Cc1ccc(C(=O)N2CCC(Oc3ccc(C(=O)N4CCOCC4)cn3)CC2)cc1
  ALOX12 inh = 11%

> CCO[C@H]1CN(C(=O)c2cccc(-c3cccc(F)c3)c2)C[C@@H]1O
  ALOX12 inh = 128%[activator]

> CNC(=O)[C@@H]1CN(C(=O)c2ncoc2-c2cccc(C)c2)C[C@H]1CO
  ALOX12 inh = 11%

> O=C(Cc1c[nH]c2ccccc12)N1CCC(Cc2nncn2-c2ccccc2)CC1
  ALOX12 inh = 16%

> COc1ccc(CO[C@H]2COCCN(c3nc4ccccc4o3)C2)cc1
  ALOX12 inh = 12%[176 µM]

> Cc1noc([C@@H](C)NC(=O)c2cc(C)n(C)n2)c1C(=O)O
  ALOX12 inh = ?

> Cc1n[nH]c(C)c1C(N)C(=O)N1CCC(c2nnc3n2CCCCC3)CC1 (stereo unspecified)
  ALOX12 inh = 18%

> CN(CCc1ccccn1)C(=O)CCc1ccc2c(c1)CN(S(C)(=O)=O)CCO2
  ALOX12 inh = 25%

> Cc1nn(-c2ccc(C(C)(C)C)cc2)c(C)c1[C@@H]1C=C[C@@H](NC(=O)CC2(CC(=O)O)CCCC2)C1
  ALOX12 inh = ?

> Cc1cnc(CN(C)Cc2cn(-c3ccccc3)nn2)[nH]1
  ALOX12 inh = 94%[activator]

> COc1ccc(CN2CCOc3nc(-c4cc(F)cc(F)c4)ncc3C2=O)cc1
  ALOX12 inh = ?

> O=C(C1CCOCC1)N1CCC(Oc2cccc(F)c2)C1 (stereo unspecified)
  ALOX12 inh = 20%

Screens from PubChem.
